Compound activity: PubChem, several laboratories
HDAC3 inh – HDAC3 deacetylase inhibitors, primary screen, biochemical, fluorescence, cell-free homogeneous; Histone deacetylase 3 (Homo sapiens), O15379; recombinant HDAC3, fluorogenic peptide/trypsin coupled; inhibition, % at 8.3 µM; hit rate 0.15% among 320,000; AID 2718, 2010; in the data active means inhibition above about 26%, passing the limit was not always enough; inconclusive means no clear call, values can overlap the other calls
KCNK3 block – human KCNK3 channel inhibitors, primary screen, CHO cells, FluxOR thallium flux, B-score; hit rate 0.84% among 340,000; B-score at 10 µM; FluxOR fluorescence; active compounds read low;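 active means B-score under library mean minus 4 SD, starting fluorescence ratio at most library mean plus 5 SD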;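 further: more negative B-score means stronger inhibition of thallium flux through KCNK3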
Target sequence (O14649 whole entry, looked up): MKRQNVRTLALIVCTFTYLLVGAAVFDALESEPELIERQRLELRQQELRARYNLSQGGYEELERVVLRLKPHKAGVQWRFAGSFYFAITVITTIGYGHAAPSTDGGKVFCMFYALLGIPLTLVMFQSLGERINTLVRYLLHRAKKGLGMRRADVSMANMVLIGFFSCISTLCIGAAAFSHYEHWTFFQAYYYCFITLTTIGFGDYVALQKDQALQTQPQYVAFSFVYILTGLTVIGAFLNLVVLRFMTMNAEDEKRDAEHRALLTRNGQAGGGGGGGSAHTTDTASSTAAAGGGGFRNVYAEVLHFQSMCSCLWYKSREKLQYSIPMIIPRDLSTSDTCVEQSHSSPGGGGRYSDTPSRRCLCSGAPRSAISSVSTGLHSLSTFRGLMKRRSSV
PolyA inhibitor – polyadenylation inhibitors in yeast reporter cells, primary screen, luminescence, S. cerevisiae. S. cerevisiae SKY197-pL101 polyadenylation reporter, beta-gal luminescence; efflux-impaired pdr1/pdr3 knockout yeast; score 100 = 6 SD above DMSO. calls only at 12 µM. hit rate 0.02% among 300,000. AID 1875, 2009;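 active means lowest replicate activity score at least 50, where 100 means six control SD above control mean; inconclusive means lowest score under 50 but half or more replicates reach 50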;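 further: yeast exposed to compound for 9 h at 30 °C; higher score means more reporter readthrough which indicates perturbed polyadenylation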
GSK3B inh – human GSK3beta kinase inhibitors, primary screen, biochemical, cell-free homogeneous, HTS | Glycogen synthase kinase-3 beta (Homo sapiens), P49841 | GST-GSK3beta kinase, ADP-Glo luminescence, 60 min; active compounds read low | activity score (negative = inhibition), % at 10 µM | hit rate 0.038% among 300,000 | AID 2097, 2009;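 active means more than half of replicate wells score below -50%, meaning over 50% inhibition versus plate controls; inconclusive means some replicates but at most half score below -50%; inactive means no replicate scores below -50%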;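 further: 0% = median DMSO wells and -100% = median GW8510 positive control wells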
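Test system – GST-tagged human GSK3beta kinase, cell-free · Incubation – 60 min enzyme reaction, room temperature · Signal – ADP-Glo luminescence · Also added – peptide substrate and ATP at 25 µM · Controls – DMSO neutral wells and GW8510 at 20 µM as positive · Buffer or medium – Tris/MgCl2 kinase buffer · Measure – Luminescence-derived activity versus plate DMSO and GW8510 wells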
GSK3A inh – blockers of GSK3A enzyme activity – biochemical, luminescence, cell-free homogeneous, HTS, primary screen. Glycogen synthase kinase-3 alpha (Homo sapiens), P49840. hit rate 0.1% among 320,000. inhibition, % at 10 µM. AID 2650, 2010. GSK-3 alpha kinase, ADP-Glo luminescence, 60 min;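 in the data active means inhibition above about 50%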;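 further: GST-tagged GSK-3 alpha with peptide substrate and 25 µM ATP; 0% = DMSO neutral wells and 100% = GW8510 positive control wells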
Target sequence (P49840 whole entry, looked up): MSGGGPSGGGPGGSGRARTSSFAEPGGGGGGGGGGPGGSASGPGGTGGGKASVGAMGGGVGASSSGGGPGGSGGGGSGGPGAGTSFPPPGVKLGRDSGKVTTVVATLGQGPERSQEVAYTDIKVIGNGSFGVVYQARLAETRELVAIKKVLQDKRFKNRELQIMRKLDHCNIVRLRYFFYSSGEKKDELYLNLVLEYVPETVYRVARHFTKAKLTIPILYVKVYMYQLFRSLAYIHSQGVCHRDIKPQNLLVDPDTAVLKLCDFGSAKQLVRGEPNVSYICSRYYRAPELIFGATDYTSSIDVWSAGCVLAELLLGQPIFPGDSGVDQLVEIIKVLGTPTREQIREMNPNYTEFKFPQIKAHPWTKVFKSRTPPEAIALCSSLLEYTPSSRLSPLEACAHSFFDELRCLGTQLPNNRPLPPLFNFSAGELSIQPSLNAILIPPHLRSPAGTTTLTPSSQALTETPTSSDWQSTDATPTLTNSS
Numbers without * were called inactive; i = inactive; ? = inconclusive; . = not tested or not shown.

cpd	SMILES	HDAC3 inh	GSK3B inh	KCNK3 block	GSK3A inh	PolyA inhibitor
1	COP(=O)(OC)c1ccc(NCc2cc(O)ccc2O)cc1	.	.	i	.	.
2	O=C1c2ccccc2C(=O)N1CCC1(O)C(c2ccccc2)=Nc2ccccc21 (configuration not stated)	.	.	i	.	.
3	Cc1cc2oc(=O)cc(-c3ccccc3)c2c(C)c1-c1ccc(OC(F)(F)F)cc1	.	.	i	.	.
4	O=C(NC1CC1)c1ccc(NC(=O)C2CCCCC2)cc1	.	.	i	.	.
5	Cc1cccc(C)c1OC(=O)c1ccccc1	.	.	i	.	.
6	CN(C)C(=O)CCc1ccc2c3c([nH]c2c1)[C@]1(CCC2CCCC2)[C@@H](C(=O)N2CCOCC2)C[C@H](CC(=O)NCc2ccco2)C(=O)N1CC3	.	.	i	.	.
7	CC(=O)Nc1c(Cl)cc2c(c1Cl)C(=O)c1ccccc1-2	.	.	i	.	.
8	Nc1ncnc2c1ncn2[C@@H]1O[C@H](CNS(=O)(=O)c2cc(S(=O)(=O)c3ccccc3)cs2)[C@@H](O)[C@H]1O	.	.	i	.	.
9	O=C(Nc1ccccc1OC(F)F)c1ccc(S(=O)(=O)N2CCCC2)cc1	.	.	i	.	.
10	O=C(O)C(=Cc1cccc([N+](=O)[O-])c1)c1ccc(Cl)cc1	.	.	i	.	.
11	O=C(OCCC12CC3CC(CC(C3)C1)C2)c1ccc(NCc2cc(O)ccc2O)cc1	.	.	i	.	.
12	Cc1cc2c(cc1C)C(=O)C(Br)=C(N)C2=O	.	.	i	.	.
13	CC(C)(C)S(=O)N1Cc2cc(CO)cc(-c3ccccc3)c2[C@H]1CCO (some centres not stated)	.	.	i	.	.
14	NC(=O)c1ncn([C@@H]2O[C@H](CNCc3c(OCc4ccccc4F)ccc4ccccc34)[C@@H](O)[C@H]2O)n1	.	.	i	.	.
15	CC(C)CCN1CCC(CN2C(=S)NC[C@@H]2Cc2ccccc2)CC1	.	.	i	.	.
16	O=C(Cc1ccc(NC(=O)C2CCN(C(=O)C3CCCCC3)CC2)cc1)Nc1cccc(C(=O)N2CCCCC2)c1	.	.	i	.	.
17	CCOC(=O)C1=NNC(=O)C1	.	.	i	.	.
18	COc1ccc2c(c1)-c1ccccc1S(=O)(=O)N(C)C2	.	.	i	.	.
19	COc1ccc(S(N)(=O)=O)cc1C(=O)NNC(=O)c1cccc(S(=O)(=O)N2CCOCC2)c1	.	.	i	.	.
20	Cc1ccc(-c2nnc(-c3cccc4ccccc34)o2)cc1	.	.	i	.	.
21	CN(CCOc1ccc(Cl)cc1)C(=O)c1cccc(S(=O)(=O)N2CCN(c3ccc(F)cc3)CC2)c1	.	.	i	.	.
22	CC(C)CCN1CCC(CN2CCNC(=O)C2=O)CC1	.	.	i	.	.
23	NC(=S)NN=C1CCCCCCCC1	.	.	i	.	.
24	C(=Cc1c[nH]c2ccccc12)c1nccc2ccccc12	.	.	-14*	.	.
25	CCCCN(C(=O)c1cccc(N2C(=O)c3ccccc3C2=O)c1)c1c(N)n(CCCC)c(=O)[nH]c1=O	.	.	i	.	.

Next part, overlapping the part above by 2 compounds.
cpd	SMILES	HDAC3 inh	GSK3B inh	KCNK3 block	GSK3A inh	PolyA inhibitor
24	C(=Cc1c[nH]c2ccccc12)c1nccc2ccccc12	.	.	-14*	.	.
25	CCCCN(C(=O)c1cccc(N2C(=O)c3ccccc3C2=O)c1)c1c(N)n(CCCC)c(=O)[nH]c1=O	.	.	i	.	.
26	CC[C@@H]1C(c2cccc(C)c2)=NN(c2ccccc2)[C@H]1C(=O)N1CCOC1=O	.	.	i	.	.
27	CCSc1nc2nccnc2c(=O)[nH]1	.	.	i	.	.
28	COc1ccccc1CC(=O)c1ccccc1OC	.	.	i	.	.
29	CCCC(C)NC(=O)c1nc(-c2ccccc2)n(-c2ccccc2)n1 (configuration not stated)	.	2	i	.	i
30	CN(C(=O)COC(=O)C1CCN(S(=O)(=O)c2ccc(Cl)cc2)CC1)C1CCS(=O)(=O)C1 (configuration not stated)	0	.	i	-3	.
31	COc1ccc(C(C)(C)C)cc1NC(=O)COC(=O)c1nc2nccc(C)n2n1	-2	.	i	-1	.
32	CC(C)(C)OC(=O)N1CCC(C(=O)Nc2ccc3c(c2)CCC3)CC1	4	.	i	1	.
33	O=C(NCCN1CCOCC1)c1ccc(S(=O)(=O)Nc2ccccc2)cc1	-14	.	i	-1	.
34	O=C(c1ccc(-c2ccc([N+](=O)[O-])cc2)o1)N1CCN(S(=O)(=O)c2cccs2)CC1	-3	.	i	-6	.
35	COc1cc(CC(=O)OCC(=O)NCc2cccs2)cc(OC)c1OC	-4	.	i	-4	.
36	COc1ccccc1S(=O)(=O)N1CCNC(=O)C1	-4	.	i	-2	.
37	CCN(CC)S(=O)(=O)c1ccc(N2CC(C(=O)N3Cc4ccccc4CC3C(N)=O)CC2=O)cc1 (configuration not stated)	3	.	i	-2	.
38	Nc1c(N(Cc2ccco2)C(=O)c2ccc(Cl)cc2)c(=O)[nH]c(=O)n1Cc1ccccc1	2	.	i	-5	.
39	Cc1ccc(C(=O)NNC(=O)c2cccc(S(=O)(=O)N3CCOCC3)c2)cc1	1	.	i	9	.
40	CCN(CC)C(=O)c1cccc(NC(=O)c2cc(-c3ccccn3)nc3ccccc23)c1	-3	.	i	0	.
41	O=C(Cc1csc(-c2ccc(F)cc2)n1)Nc1cccc(S(=O)(=O)NC2=NCCC2)c1	3	.	i	1	.
42	CCNS(=O)(=O)c1ccc(C(=O)OCC(=O)N2CCCc3ccccc32)cc1	2	.	i	1	.
43	Cc1ccc(NC(=O)C(C)Sc2nnc3ccccn23)cc1 (configuration not stated)	-16	.	i	0	.
44	O=C(CSc1nnc(Nc2ccccc2F)s1)NC1CCCC1	1	.	i	-5	.
45	O=C(CN1C(=O)C2CCCCC2C1=O)OCC(=O)c1ccc(F)cc1 (configuration not stated)	-4	.	i	22	.
46	O=CNc1ccccc1	2	.	i	-3	.
47	O=C(NNC(=O)c1cccc(C(F)(F)F)c1)c1ccc(-n2cnnn2)cc1	-1	.	i	-1	.
48	O=C(Cn1nnc(-c2ccc(Cl)cc2)n1)N1CCN(C(=O)c2ccco2)CC1	0	.	i	-1	.
49	CC1CC(C)CN(C(=O)COC(=O)COc2ccccc2C#N)C1 (configuration not stated)	-5	.	i	-9	.
50	CC1CCCC(NC(=O)COC(=O)c2ccc(Br)o2)C1C (configuration not stated)	-5	.	i	-1	.

Taken from above.
#39 | HDAC3 inh = 1
#48 | GSK3A inh = -1
#43 | GSK3A inh = 0
#38 | GSK3A inh = -5
#35 | GSK3A inh = -4
#45 | HDAC3 inh = -4
#40 | HDAC3 inh = -3

New compounds follow:
cpd	SMILES	HDAC3 inh	GSK3B inh	KCNK3 block	GSK3A inh	PolyA inhibitor
51	CCOc1ccc(C(=O)CC(C(=O)O)N2CCN(Cc3ccccc3)CC2)cc1 (configuration not stated)	0	.	i	-1	.
52	Cc1onc(-c2ccccc2)c1C(=O)OCC(=O)NC(C)c1ccc(Cl)cc1 (configuration not stated)	8	.	i	-1	.
53	CCOC(=O)c1c(NC(=O)COC(=O)c2cccnc2OCC)sc(C(=O)N(CC)CC)c1C	-2	.	i	1	.
54	CCOc1ccc(NS(=O)(=O)c2cccc(C(=O)N(C)Cc3ccco3)c2)cc1	-1	.	i	5	.
55	Cc1noc(C)c1C(=O)NCC1COc2ccccc2O1 (configuration not stated)	-1	.	i	-3	.
56	CCN(C(=O)COC(=O)CN1C(=O)c2ccccc2C1=O)c1ccccc1	0	.	i	1	.
57	COc1ccccc1NS(=O)(=O)c1cc(NC(=O)Nc2ccccc2)ccc1N1CCCCC1	-7	.	i	0	.
58	O=C1C=C(c2ccc3ncccc3c2)C[C@@H](c2ccc3c(c2)OCO3)C1	-3	.	i	-5	.
59	COc1ccccc1/C=C/C(=O)OCC(=O)Nc1c(C)nn(-c2ccccc2)c1C	1	.	i	-4	.
60	CC(C)[C@H](NC(=O)c1ccccc1)C(=O)OCC(=O)NCC1CCCO1 (some centres not stated)	6	.	i	-1	.
61	C[C@]12CC[C@H](O)CC1=CCC1C2CC[C@@]2(C)C1CCC21OCCO1 (some centres not stated)	0	.	i	-3	.
62	COc1ccc(NS(=O)(=O)c2cc(N)ccc2N2CCCCC2)cc1	-11	.	i	-1	.
63	Cc1ncc[nH]1	-2	.	i	-3	.
64	COc1cc(NC(=O)CN2C(=O)c3ccccc3S2(=O)=O)cc(OC)c1	3	.	i	0	.
65	C[C@]12c3[nH]c4ccccc4c3CCN1C(=O)C(CC(=O)NCc1cccc(C(F)(F)F)c1)C[C@@H]2C(=O)N1CCCCC1 (some centres not stated)	?	.	i	-1	.
66	CC(C)(C)N(Cc1ccccc1)C(=O)COC(=O)C1CC1	-3	.	i	1	.
67	CC(C)(C)CC(=O)Nc1ccc(S(=O)(=O)NC2=NCCCCC2)cc1	7	.	i	0	.
68	CCCCCCc1cc2cc(/C(N)=N/NC(=O)c3ccncc3)c(=O)oc2cc1O	4	.	i	-5	.
69	Cc1ccc(-n2nnnc2SCC(=O)N2CCNC2=O)cc1C	0	.	i	-1	.
70	Cc1cccc(N2CCN(C(=O)c3ccccc3SCC(=O)N3CCCC3)CC2)c1C	6	.	i	-4	.
71	Cc1ccc(S(=O)(=O)N(C)c2ccc(OC(=O)c3cccs3)cc2)cc1	12	.	-9.5*	-2	.
72	CCCCn1c(N)c(N(CC(C)C)C(=O)c2ccc([N+](=O)[O-])o2)c(=O)[nH]c1=O	1	.	i	-5	.
73	O=C(c1ccc(F)cc1)N1CCC(C(=O)N2CCN(c3ncccn3)CC2)CC1	5	.	i	2	.
74	O=S(=O)(NC1=NCCCCC1)c1ccc(Cl)cc1Cl	-3	.	i	0	.
75	COc1ccc(-c2nn(-c3ccccc3)cc2C(=O)NC2CC2)cc1	-5	.	i	-4	.

In the list so far, 7 contain a furan ring, fused or not:
cpd	SMILES	HDAC3 inh	GSK3B inh	KCNK3 block	GSK3A inh	PolyA inhibitor
6	CN(C)C(=O)CCc1ccc2c3c([nH]c2c1)[C@]1(CCC2CCCC2)[C@@H](C(=O)N2CCOCC2)C[C@H](CC(=O)NCc2ccco2)C(=O)N1CC3	.	.	i	.	.
34	O=C(c1ccc(-c2ccc([N+](=O)[O-])cc2)o1)N1CCN(S(=O)(=O)c2cccs2)CC1	-3	.	i	-6	.
38	Nc1c(N(Cc2ccco2)C(=O)c2ccc(Cl)cc2)c(=O)[nH]c(=O)n1Cc1ccccc1	2	.	i	-5	.
48	O=C(Cn1nnc(-c2ccc(Cl)cc2)n1)N1CCN(C(=O)c2ccco2)CC1	0	.	i	-1	.
50	CC1CCCC(NC(=O)COC(=O)c2ccc(Br)o2)C1C (configuration not stated)	-5	.	i	-1	.
54	CCOc1ccc(NS(=O)(=O)c2cccc(C(=O)N(C)Cc3ccco3)c2)cc1	-1	.	i	5	.
72	CCCCn1c(N)c(N(CC(C)C)C(=O)c2ccc([N+](=O)[O-])o2)c(=O)[nH]c1=O	1	.	i	-5	.

Remaining list, next part
cpd	SMILES	HDAC3 inh	GSK3B inh	KCNK3 block	GSK3A inh	PolyA inhibitor
76	O=C(c1cccc(S(=O)(=O)N2CCCCC2)c1)N1CCN(Cc2ccccc2)CC1	4	.	i	-3	.
77	CC(Oc1ccccc1)C(=O)Nc1nc(-c2ccncc2)cs1 (configuration not stated)	-1	.	i	-5	.
78	Cc1ccc(NC(=O)CN(C)C(=O)COc2ncnc3ccc(Br)cc23)cc1	1	.	i	-6	.
79	NS(=O)(=O)c1cccc(C(=O)OCC(=O)NC2CCCc3ccccc32)c1 (configuration not stated)	-3	.	i	-2	.
80	O=C(NCc1ccccc1CN1CCCC1)c1cccc(N2CCCC2=O)c1	-7	.	i	0	.
81	CCN(Cc1ccncc1)C(=O)c1ccc(C)c(S(=O)(=O)N2CCCCC2)c1	-4	.	i	-2	.
82	CN(CC(=O)Nc1ccc(F)c(F)c1F)C(=O)c1nn(Cc2ccccc2)c(=O)c2ccccc12	3	.	i	-2	.
83	Cn1cc(S(=O)(=O)N2CCOCC2)cc1C(=O)O	2	.	i	-2	.
84	COc1ccccc1CNC(=O)COC(=O)CNS(=O)(=O)c1ccc(NC(C)=O)cc1	-5	.	i	6	.

These rows are one share of the data; rates above refer to the full screens.
